From PubChem
Arr AP2 block: blocks beta-arrestin peptide binding to AP2 adaptin | FITC-arrestin peptide / GST-AP2 beads, flow cytometry; AP2 beta2 appendage carries R879A mutation | inhibition, % at 10 µM | hit rate 0.31% among 340,000 | AID 504490;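 active = inhibition above a set limit, near 3 SD of compounds lacking own fluorescence, cut at about 54% in these data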;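 note: plate controls were DMSO wells for no effect and 5 µM unlabelled arrestin peptide for full effect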
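System: GST-AP2 R879A glutathione beads | Also added: FITC-arrestin peptide, 50 nM | Times: 12 min plus 1 h, RT | Signal: Bead flow cytometry, FITC channel | Buffer or medium: PBS with 0.05% Tween 20 and 0.1% BSA | Read-out basis: Percent drop in bead-associated FITC signal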
CDK5 p35 inh: CDK5/p35 (human) kinase inhibition; Recombinant CDK5/p35, ADP-Glo luminescence, 60 min; Q00535+Q15078; inhibition, % at 10 µM; hit rate 0.01% among 330,000;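 active = highest replicate inhibition of at least 50% and at least 75% of replicates reaching 50%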;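 note: plate controls were DMSO neutral control for no effect and GW8510 at 10 µM for full effect; many of its hits are not listed in these tables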
Target sequence (Q00535 whole entry, looked up): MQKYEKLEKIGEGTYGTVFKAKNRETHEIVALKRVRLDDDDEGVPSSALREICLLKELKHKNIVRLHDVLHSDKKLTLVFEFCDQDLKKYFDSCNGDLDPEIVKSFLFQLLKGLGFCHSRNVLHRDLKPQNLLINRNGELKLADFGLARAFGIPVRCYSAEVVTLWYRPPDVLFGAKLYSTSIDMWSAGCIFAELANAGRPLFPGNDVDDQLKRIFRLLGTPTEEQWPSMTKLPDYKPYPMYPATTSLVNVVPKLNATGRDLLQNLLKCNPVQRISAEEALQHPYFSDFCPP
Target sequence (Q15078 whole entry, looked up): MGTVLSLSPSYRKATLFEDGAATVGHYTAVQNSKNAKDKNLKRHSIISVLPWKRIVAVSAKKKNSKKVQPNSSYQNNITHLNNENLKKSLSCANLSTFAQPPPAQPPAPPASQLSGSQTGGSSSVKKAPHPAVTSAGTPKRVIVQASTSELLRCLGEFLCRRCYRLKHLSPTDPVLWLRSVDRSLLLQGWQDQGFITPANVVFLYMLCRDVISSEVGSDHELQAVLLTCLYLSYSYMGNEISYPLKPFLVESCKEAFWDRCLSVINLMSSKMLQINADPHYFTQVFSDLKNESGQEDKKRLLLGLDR
PKA-R2B act: PKA-R2B complex activation | AID 504700 | P22694+P31323 | PKA-R2B holoenzyme dissociation, Cy5-IP20 fluorescence polarization; R2B truncated from residue 108, S112A mutant; 0% DMSO only, 100% 113 µM cGMP | hit rate 0.079% among 340,000 | activation, % at 11.4 µM;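 active = activation above a cutoff set at the mean over all compounds plus 3 SD, cut at about 18% in these data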;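 note: higher means more holoenzyme dissociation and a rise in polarization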
SR-BI DiI inh: mouse SR-BI HDL lipid transfer inhibition | ldlA[mSR-BI] CHO cells, DiI-HDL uptake fluorescence, 3 h | hit rate 0.96% among 320,000 | inhibition, % at 12.5 µM | Q61009 | AID 488896;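 active = mean replicate inhibition of at least 70% and a set share of replicates each scoring 70 or more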;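 note: 0% = median of neutral control wells and 100% = median of positive control wells; values of inactives mirror those of a sister screen read the other way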
NSD2 inh: NSD2 (human) methyltransferase inhibition; O96028; NSD2 peptide methylation, AlphaScreen, 120 min; inhibition, % at 12.5 µM; hit rate 0.54% among 310,000; AID 743445; in the data active = inhibition above about 50%
DSG3 Ab inh: inhibitors of pemphigus antibody binding to human desmoglein-3; P32926; DSG3-coupled beads, scFv-anti-DSG3-GFP binding, flow cytometry; hits give low values; binding (percent of control), % at 10 µM; hit rate 0.48% among 310,000; AID 588358;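 active = binding more than 3 SD below its plate's average and above zero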;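 note: hits lower antibody fragment binding to DSG3; some compounds called inactive have numbers as strong as hits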
dFosB activator: activators of mouse delta FosB homodimer; P13346; purified delta FosB, TAMRA-CDK5 oligo fluorescence polarization; percent of positive-control signal above neutral wells; activation, % at 25 µM; hit rate 0.99% among 340,000;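 active = mean activation above about 17%, with every replicate also reaching it, limit read from the data, passing the limit was not always enough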;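 note: fluorescence polarization rise as delta FosB binds a TAMRA Cdk5 AP-1 oligo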
Target sequence (P13346 whole entry, looked up): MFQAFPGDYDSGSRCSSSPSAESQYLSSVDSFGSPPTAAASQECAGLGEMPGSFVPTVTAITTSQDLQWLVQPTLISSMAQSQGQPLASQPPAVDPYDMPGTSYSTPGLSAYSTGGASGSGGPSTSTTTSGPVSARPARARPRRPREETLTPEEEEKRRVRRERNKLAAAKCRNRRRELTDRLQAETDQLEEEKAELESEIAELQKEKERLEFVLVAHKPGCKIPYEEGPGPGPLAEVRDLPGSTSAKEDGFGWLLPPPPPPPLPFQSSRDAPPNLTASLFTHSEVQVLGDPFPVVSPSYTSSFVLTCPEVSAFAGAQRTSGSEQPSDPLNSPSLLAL
PKA-R1A activ: activates the PKA-R1A holoenzyme complex. P00514+P68181. PKA-R1A dissociation, Cy5-IP20 fluorescence polarization; scaled: DMSO 0%, 113 µM cGMP 100%. activation, % at 11.4 µM. hit rate 0.083% among 340,000. AID 504707;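 active = percent activation above the mean of all tested compounds plus 3 SD, cut at about 19% in these data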;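 note: higher means more PKAc released from R1A so a rise in polarization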
SR-BI DiI-HDL act: activators of SR-BI mediated HDL lipid uptake; AID 504775; activation, % at 12.5 µM; hit rate 0.096% among 320,000; CHO ldlA[mSR-BI] cells, DiI-HDL uptake fluorescence, 3 h; 100 = double the neutral-control signal;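 active = mean replicate activation of at least 60% and every replicate at or above 60%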;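 note: 0% = median plate neutral-control signal and 100% = twice that signal; values of inactives mirror those of a sister screen read the other way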
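Material: SR-BI-overexpressing, LDLR-lacking CHO cells; schedule: compound exposure 3 h, 37 °C; reagent: DiI-labelled HDL at 10 µg/mL final; technique: bottom-read fluorescence, 550/595 nm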
MITF act: MITF TRPM1 promoter activation in melanoma cells; hit rate 0.75% among 300,000; SK-MEL-5 TRPM1-promoter luciferase, 24 h; % of positive control, neutral wells = 0; AID 588334; activation, % at 12.5 µM;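 active = mean activation of at least 80% with every replicate also reaching 80%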;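 note: 0% = neutral control wells and 100% = parthenolide positive control wells; values of inactives mirror those of a sister screen read the other way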
SUMO Mot1 rescue: SUMOylation pathway inhibition by Mot1-301 growth rescue; hit rate 1% among 320,000; AID 2716; S. cerevisiae Mot1-301 growth rescue, ATP luminescence, 38.5C; percent above DMSO median, 100 means doubled; growth rescue, % at 18.8 µM;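 active = every valid replicate shows activation above 250% relative to neutral control wells; inactive = the rest, any valid replicate at or below 250%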;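 note: OY570 slx delta 5 strain wells were the positive control but not used for scaling; some compounds called inactive have numbers as strong as hits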
* marks the source's active call; other numbers are inactive results; / = no result given.

The line under a structure holds: Arr AP2 block | CDK5 p35 inh | PKA-R2B act | SR-BI DiI inh | NSD2 inh | DSG3 Ab inh | dFosB activator | PKA-R1A activ | SR-BI DiI-HDL act | MITF act | SUMO Mot1 rescue
(1) Cc1ccc(CSCCNC(=O)c2cccc([N+](=O)[O-])c2)cc1
→ 47 | 1.3 | -6 | 14 | 0 | 130 | 1 | -5 | -14 | -1 | 3
(2) CC(=O)c1ccc(OCC(O)CN2CCc3ccccc3C2)cc1 (configuration not stated)
→ 1 | -1.9 | -1 | / | -1 | 98 | -2 | -1 | / | 1 | -15
(3) C=CCn1c(SCC(=O)Nc2nnc(CC)s2)nnc1-c1cccnc1
→ 26 | -1.8 | -9 | -17 | 3 | 103 | 5 | -13 | 17 | 0 | 8
(4) Cc1cc(C(=O)OCC(=O)N2CC(=O)Nc3ccccc32)c(C)n1-c1ccccc1
→ -9 | -1.4 | -3 | 8 | 4 | 98 | -2 | -10 | -8 | 3 | 0
(5) Cc1[nH]c2ccccc2c1C(=O)COC(=O)C1CC(=O)N(Cc2ccccc2)C1 (configuration not stated)
→ -4 | 0.3 | -6 | 21 | 3 | 100 | -6 | -8 | -21 | -2 | 23
(6) Cc1noc(C)c1COc1cccc(C(=O)OC(C)C#N)c1 (configuration not stated)
→ 6 | -1.9 | 7 | 24 | -5 | 95 | -3 | -4 | -24 | -2 | 4
(7) COc1ccc(CNC(=O)CN(Cc2ccco2)C(=O)CNS(=O)(=O)c2ccc(F)cc2)cc1
→ 13 | 4.3 | 8 | / | 2 | 106 | -3 | 12 | / | / | -5
(8) CC(CNC(=O)c1cc(COc2c(F)cccc2F)on1)Oc1cccnc1 (configuration not stated)
→ -4 | 0.6 | -6 | 2 | -1 | 98 | -5 | -1 | -2 | 10 | 7
(9) CCOC(=O)Cn1cc(C#N)c2ccccc21
→ -5 | -3.1 | -12 | -1 | 0 | 110 | -5 | 1 | 1 | -6 | 3
(10) CC(=O)c1ccc(NC(=S)NCCCN2CCOCC2)cc1
→ -1 | -0.1 | 3 | 0 | -6 | 107 | -3 | -10 | 0 | 0 | -2
(11) COc1ccc(S(=O)(=O)N2CCOCC2)cc1N(C)S(=O)(=O)c1ccc(C)cc1
→ -3 | -2.1 | -9 | -23 | 0 | 114 | -7 | -4 | 23 | 0 | 7
(12) COc1c(O)cc2oc(-c3ccc(O)c(O)c3)cc(=O)c2c1O
→ 0 | 15 | -3 | 3 | / | 101 | -4 | 8 | -3 | 52 | 8
(13) COC(=O)[C@@]1(Cc2ccccc2)[C@H]2C(=O)N(C)C(=O)[C@H]2[C@H]2CN(C)C(=NCc3ccccc3)N21
→ -2 | -0.1 | -1 | -3 | / | 97 | 1 | 3 | 3 | -6 | /
(14) COc1ccc(Oc2ccc(N/C=C3\CCCC3=O)cc2)cc1
→ -3 | 0.4 | 5 | 22 | 0 | 116 | 3 | -7 | -22 | 12 | -7
(15) COCCNC(=O)NC(=O)COC(=O)Cc1ccc2c(c1)OCCO2
→ 4 | -0.1 | 9 | 8 | 0 | 107 | -4 | 4 | -8 | -1 | -3
(16) Cc1ccc(-n2nc3c(=O)n(CC(=O)NCCc4ccco4)nc(C)c3c2C)cc1
→ -1 | / | -4 | 12 | -3 | 105 | 1 | -13 | -12 | -11 | -5
(17) N#CCCN1CCN(Cn2c3ccccc3c3ccccc32)CC1
→ 15 | 0.9 | 7 | 23 | -4 | 99 | -1 | -9 | -23 | 15 | 5
(18) COc1cc(OC)c(C2N(c3ccc(Cl)c(Cl)c3)C(=O)C3CCCN32)cc1OC (configuration not stated)
→ 21 | 0.4 | -12 | -14 | -3 | 105 | -9 | -10 | 14 | / | 22
(19) Cc1ccc(C)c(S(=O)(=O)N2CCN(C(=O)C3CCN(c4ncnc5sc(C)c(C)c45)CC3)CC2)c1
→ 8 | 0.6 | -5 | 69 | -1 | 105 | -11 | -12 | -69 | -30 | -6
(20) NC(=O)CSc1nnc(Cc2ccc3c(c2)OCO3)n1C1CCCCC1
→ -1 | 0.8 | -9 | -8 | 3 | 105 | -5 | -16 | 8 | -4 | -18

Further records follow:
The line under a structure holds: Arr AP2 block | CDK5 p35 inh | PKA-R2B act | SR-BI DiI inh | NSD2 inh | DSG3 Ab inh | dFosB activator | PKA-R1A activ | SR-BI DiI-HDL act | MITF act | SUMO Mot1 rescue
(21) O=C(CCC1CCCC1)NCCCNC(=O)CCC1CCCC1
→ 3 | 0.4 | 4 | 4 | 0 | / | -7 | -6 | -4 | -8 | -10
(22) Cc1cc(=O)oc(C)c1C(=O)N[C@@H](Cc1ccccc1)C(=O)O
→ 0 | 0.6 | -7 | -13 | 0 | 110 | 2 | -4 | 13 | 15 | -5
(23) O=C(C1CC(=O)N(c2ccc3c(c2)OCCO3)C1)N1CCN(c2ccccc2)CC1 (configuration not stated)
→ -13 | 1.8 | -6 | -7 | 0 | 103 | -4 | 7 | 7 | -2 | -4
(24) CCOC(=O)C1=C(C)N(CCCC(=O)O)C(=O)NC1c1ccccc1OS(=O)(=O)c1ccc([N+](=O)[O-])cc1 (configuration not stated)
→ 7 | 0.1 | -1 | -4 | / | 111 | -1 | 0 | 4 | -3 | -12
(25) O=C(N/N=C/c1cn(-c2ccccc2)nc1-c1cccnc1)c1ccccc1
→ -8 | -1.0 | 0 | 47 | 0 | 108 | -37 | -3 | -47 | 13 | 139
(26) CCN(CC)S(=O)(=O)c1cc(NC(=O)C2Cc3ccccc3C(=O)O2)ccc1C (configuration not stated)
→ -2 | -1.6 | 3 | / | -4 | 95 | -14 | 0 | / | 31 | -17
(27) CCCSc1nnc(N)s1
→ -5 | -2.3 | -3 | -11 | -3 | 105 | 0 | 1 | 11 | -3 | 0
(28) Cc1ccc(N(CC(=O)Nc2cccc(C)c2)S(=O)(=O)c2cccc3nonc23)cc1
→ -7 | -1.5 | -2 | 18 | 0 | 110 | 1 | -6 | -18 | 0 | 616*
(29) COC(=O)c1ccc(OC)c(OC2CCCC2)c1
→ -2 | -8.8 | -13 | 38 | 0 | 116 | 0 | 5 | -38 | -6 | -22
(30) CC(C)C(=O)c1cn(CC(=O)NCc2ccc3c(c2)OCO3)c2ccccc12
→ 2 | 2.2 | -1 | 16 | 0 | 78 | 3 | -6 | -16 | 2 | 147
(31) COc1cc(C)ccc1OCCCOc1ccccc1Cl
→ 24 | 0.0 | -7 | 28 | -2 | / | 0 | -2 | -28 | 126* | 5
(32) N#C/C(=C(/O)CSc1ccccn1)c1nc2ccccc2s1
→ -9 | -0.2 | 5 | -23 | 1 | 105 | 3 | -7 | 23 | 2 | /
(33) CCC(C)(C(=O)NC1CCCC1)N(C(=O)c1cnccn1)c1ccccc1 (configuration not stated)
→ 3 | -1.3 | 1 | -24 | / | 102 | 3 | 8 | 24 | / | -12
(34) Nc1n[nH]c(CCCO)n1
→ 1 | -0.2 | 4 | 1 | 0 | 107 | -9 | -11 | -1 | 10 | 6
(35) COC(=O)CN1C(=S)N(Cc2ccccc2)C(=O)C1CC(=O)Nc1ccc(OC)cc1 (configuration not stated)
→ -12 | 0.4 | -2 | -26 | -1 | 123 | 0 | 0 | 26 | 0 | 2
(36) CC(C)(C)OC(=O)NCCCCCc1nnc(SCc2ccc(F)cc2)o1
→ 7 | -2.2 | / | 9 | -11 | 100 | -16 | / | -9 | / | 1
(37) CCC(CO)Oc1cc(NCc2ccccc2F)c2ncn(C(C)C)c2c1 (configuration not stated)
→ -3 | 2.4 | -4 | -27 | / | 103 | 3 | -2 | 27 | 4 | -11
(38) CN(C)CCNC(=O)Cn1nc(C(F)F)cc1C1CC1
→ 8 | -0.8 | 1 | -28 | -4 | 93 | -3 | -9 | 28 | -1 | 1
(39) CCc1nc(SCC(=O)N2c3ccccc3CC2C)c2c(C)c(C)sc2n1 (configuration not stated)
→ 34 | 5.8 | 5 | 48 | 0 | 103 | -3 | -2 | -48 | -7 | -7
(40) Oc1ccc2ccccc2c1CNc1ccccc1
→ 43 | 1.1 | 1 | 6 | 0 | 93 | 0 | 2 | -6 | -11 | /
(41) COc1ccc(C)cc1NC(=O)CCN1CCN(C/C=C/c2ccccc2)CC1
→ 12 | 2.7 | 0 | 16 | 4 | 114 | -8 | 5 | -16 | / | 1
(42) Cc1cc(Cl)nc(Cl)c1C(=O)NCCc1ccccc1
→ -8 | 1.1 | -8 | -15 | -3 | / | 4 | -6 | 15 | 17 | -9
(43) COc1ccc(OC)c(S(=O)(=O)Nc2ccc3oc(C)c(C(C)=O)c3c2)c1
→ -9 | 2.3 | -7 | / | 0 | 110 | 2 | 3 | / | -13 | -11

Structural class, the entries above with a halogen.
The line under a structure holds: Arr AP2 block | CDK5 p35 inh | PKA-R2B act | SR-BI DiI inh | NSD2 inh | DSG3 Ab inh | dFosB activator | PKA-R1A activ | SR-BI DiI-HDL act | MITF act | SUMO Mot1 rescue
(7) COc1ccc(CNC(=O)CN(Cc2ccco2)C(=O)CNS(=O)(=O)c2ccc(F)cc2)cc1
→ 13 | 4.3 | 8 | / | 2 | 106 | -3 | 12 | / | / | -5
(8) CC(CNC(=O)c1cc(COc2c(F)cccc2F)on1)Oc1cccnc1 (configuration not stated)
→ -4 | 0.6 | -6 | 2 | -1 | 98 | -5 | -1 | -2 | 10 | 7
(18) COc1cc(OC)c(C2N(c3ccc(Cl)c(Cl)c3)C(=O)C3CCCN32)cc1OC (configuration not stated)
→ 21 | 0.4 | -12 | -14 | -3 | 105 | -9 | -10 | 14 | / | 22
(31) COc1cc(C)ccc1OCCCOc1ccccc1Cl
→ 24 | 0.0 | -7 | 28 | -2 | / | 0 | -2 | -28 | 126* | 5
(36) CC(C)(C)OC(=O)NCCCCCc1nnc(SCc2ccc(F)cc2)o1
→ 7 | -2.2 | / | 9 | -11 | 100 | -16 | / | -9 | / | 1
(37) CCC(CO)Oc1cc(NCc2ccccc2F)c2ncn(C(C)C)c2c1 (configuration not stated)
→ -3 | 2.4 | -4 | -27 | / | 103 | 3 | -2 | 27 | 4 | -11
(38) CN(C)CCNC(=O)Cn1nc(C(F)F)cc1C1CC1
→ 8 | -0.8 | 1 | -28 | -4 | 93 | -3 | -9 | 28 | -1 | 1
(42) Cc1cc(Cl)nc(Cl)c1C(=O)NCCc1ccccc1
→ -8 | 1.1 | -8 | -15 | -3 | / | 4 | -6 | 15 | 17 | -9
